# Compound activity (PubChem BioAssay)
# PP5 primary – blocks human protein phosphatase 5 activity | purified PP5c, OMFP substrate fluorescence | AID 1987 | 320,000 compounds, 0.18% hits | inhibition, % at 6.7 µM | P53041;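 active means inhibition above the campaign's mean inhibition across all tested compounds plus 3 SD, cut at about 9.5% in these data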;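 further: 0% = DMSO only and 100% = 100 µM cantharidin control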
# Target sequence (P53041 whole entry, looked up): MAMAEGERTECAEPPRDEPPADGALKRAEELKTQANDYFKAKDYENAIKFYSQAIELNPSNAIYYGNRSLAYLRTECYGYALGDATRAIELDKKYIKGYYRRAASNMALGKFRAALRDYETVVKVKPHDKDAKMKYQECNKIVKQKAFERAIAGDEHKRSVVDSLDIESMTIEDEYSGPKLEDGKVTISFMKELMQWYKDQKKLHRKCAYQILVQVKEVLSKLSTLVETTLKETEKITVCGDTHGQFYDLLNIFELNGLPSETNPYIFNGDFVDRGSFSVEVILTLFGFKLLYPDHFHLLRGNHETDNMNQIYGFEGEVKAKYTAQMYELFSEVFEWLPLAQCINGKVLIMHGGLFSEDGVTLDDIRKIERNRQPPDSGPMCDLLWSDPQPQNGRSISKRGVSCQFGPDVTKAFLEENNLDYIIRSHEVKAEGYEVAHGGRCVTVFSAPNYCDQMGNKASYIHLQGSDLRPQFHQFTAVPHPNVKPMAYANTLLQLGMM
# PREPL inhibitor – inhibitors of human prolyl oligopeptidase-like enzyme PREPL; Q4J6C6; recombinant PREPL, fluorescence polarization activity-based probe; inhibition, % at 5.96 µM; 320,000 compounds, 0.68% hits; AID 2751; in the data active means inhibition above about 43%;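 further: 0% = enzyme with DMSO and 100% = wells lacking enzyme; many of its hits are not listed in these tables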
# EBNA-1 inhibitor – blocks EBNA-1 binding to DNA. EBNA-1 DNA binding, fluorescence polarization. inhibition, % at 14.8 µM. 300,000 compounds, 0.34% hits; in the data active means inhibition above about 28%
# HCV core dimer – HCV core protein dimerization inhibition | TR-FRET GST/Flag-core106 dimerization, 1536-well | inhibition, % at 5 µM | 300,000 compounds, 0.33% hits;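 active means inhibition above the mean of all tested compounds plus 3 SD, set per screening campaign, cut at about 45% in these data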
#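 Assay system: tagged HCV core106 pair (GST and Flag); medium: KF-containing HEPES buffer, pH 7.45, DTT, CHAPS, BSA; also added: Eu donor and XL665 acceptor anti-tag antibodies; dosing: 5 µM single dose; timing: compound-protein-antibody incubation 4 h at 22.5 °C; signal: TR-FRET 671 and 617 nm emission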
# PP1 counter – counter-screen for PP5 inhibitors: inhibitors of human PP1-alpha; AID 2235; purified PP1alpha, OMFP fluorescence; 320,000 compounds, 0.9% hits; P62136; inhibition, % at 6.7 µM;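 active means inhibition above the mean inhibition of all tested compounds plus 3 SD, computed separately for each screening campaign, cut at about 15% in these data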
# Target sequence (P62136 whole entry, looked up): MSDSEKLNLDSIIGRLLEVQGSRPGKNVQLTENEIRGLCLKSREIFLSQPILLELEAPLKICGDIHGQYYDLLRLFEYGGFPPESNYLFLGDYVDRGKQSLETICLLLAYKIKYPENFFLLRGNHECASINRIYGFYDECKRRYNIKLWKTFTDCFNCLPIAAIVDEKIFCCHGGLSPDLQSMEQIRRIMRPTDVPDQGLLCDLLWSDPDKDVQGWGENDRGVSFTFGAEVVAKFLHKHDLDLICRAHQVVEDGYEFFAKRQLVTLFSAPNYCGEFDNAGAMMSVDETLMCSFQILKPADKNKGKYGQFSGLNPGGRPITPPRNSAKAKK
# Efflux pump inh – blocks antifungal efflux pumps in multiplex yeast assay; S. cerevisiae Candida pump triplex, Nile Red efflux; inhibition, % at 10 µM; 330,000 compounds, 0.44% hits; AID 485275;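 active means plate passing quality check with inhibition over a set limit, or well fluorescence over plate mean plus 4 SD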;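 further: Nile Red retained in pooled yeast measured as flow cytometry median fluorescence; 0% = buffer negative control and 100% = Enniatin B positive control; higher means more Nile Red kept so more efflux inhibition; some compounds called inactive have numbers as strong as hits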
# TPT1 inhibitor – inhibitors of Candida albicans tRNA 2'-phosphotransferase TPT1 | recombinant caTPT1, FP RNA substrate dephosphorylation | inhibition, % at 5 µM | 300,000 compounds, 0.81% hits | AID 1962;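 active means inhibition above the mean of all tested compounds plus 3 SD, set per screening campaign, cut at about 24% in these data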;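 further: plate controls were DMSO alone for no effect and ferristatin control at 100 nM for full effect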
# ZTA counter – counter-screen for EBNA-1 inhibitors: inhibitors of Epstein-Barr virus ZTA. ZTA-DNA binding, fluorescence polarization. inhibition, % at 11 µM. 320,000 compounds, 0.15% hits; in the data active means inhibition above about 33%
# Target sequence (P03206 whole entry, looked up): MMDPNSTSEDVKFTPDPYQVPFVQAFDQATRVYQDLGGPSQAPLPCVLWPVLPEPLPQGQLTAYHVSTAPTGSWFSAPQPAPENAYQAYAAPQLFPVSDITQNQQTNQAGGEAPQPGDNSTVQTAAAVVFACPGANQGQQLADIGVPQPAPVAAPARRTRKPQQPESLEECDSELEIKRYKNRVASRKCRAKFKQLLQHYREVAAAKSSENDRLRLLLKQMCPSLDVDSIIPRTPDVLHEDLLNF
# Fh CTSL1 inh – blocks F. hepatica cathepsin L1 in PFM18AAP counter-screen. recombinant F. hepatica cathepsin L1, Z-Leu-Arg-MCA fluorescence. inhibition, % at 5.96 µM. 300,000 compounds, 0.49% hits. AID 1906;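 active means inhibition above the mean of all tested compounds plus 3 SD, set per screening campaign, cut at about 17% in these data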;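 further: 0% = plate median of test compound wells and 100% = 1 µM Z-Phe-Ala-diazomethylketone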
# * marks the source's active call; other numbers are inactive results; . = not tested or not shown. The list is partial; rates above refer to the full screens.
SMILES,PP5 primary,PREPL inhibitor,EBNA-1 inhibitor,HCV core dimer,PP1 counter,Efflux pump inh,TPT1 inhibitor,ZTA counter,Fh CTSL1 inh
O=C(C1CCCN(S(=O)(=O)c2ccc(Cl)cc2)C1)N(Cc1cccs1)C1CC1 (stereo not given),2.8,-1,10,21,7,0.0,0,20,-4
COc1ccc(N2CCN(C(=O)CCC(=O)NNc3nc4ccccc4c4nc(C)nn34)CC2)cc1,3.8,17,-6,-21,2,0.5,-3,-13,0
O=C(C(Cc1ccccc1)n1cccc1)N1CCCCCC1 (stereo not given),0.8,-2,-7,-9,-1,-0.1,-4,-6,5
C=CCN1C(=O)c2ccccc2NC1c1cc(Br)cs1 (stereo not given),0.0,-4,8,2,0,-0.1,-1,-10,1
NC(=O)CN(c1ccc([N+](=O)[O-])cc1)S(=O)(=O)c1ccccc1,0.8,0,-2,7,-1,0.0,2,11,1
O=C(c1cccnc1)N1CCN(S(=O)(=O)c2ccc3ccccc3c2)CC1,3.0,7,-2,-3,-3,0.1,0,6,0
COc1ccc(C(=O)Nc2ccccc2C(=O)NCC2CCCO2)cc1 (stereo not given),2.5,-1,-7,-4,-1,0.3,0,1,-1
S=C1N[C@H]2CCCC[C@@H]2N1,0.6,0,-5,-4,-3,0.2,-3,13,4
CCN(Cc1ccc(O)cc1)CC1CCCN(CCc2cccc(F)c2)C1 (stereo not given),-0.6,-13,-3,-1,-1,0.4,5,-2,2
Cc1c(C(=O)NC(=S)Nc2ccc(NC(=O)c3cccs3)cc2)cccc1[N+](=O)[O-],4.3,1,-6,38,2,0.2,-3,2,-1
O=C(c1nc2ccc(Cl)cn2c1CNCC[C@@H]1C[C@@H]2C=C[C@H]1C2)N1CCCCCCC1,1.2,-23,-12,1,1,0.0,5,12,2
Cc1ccc2ccc3cccc4ccc1c2c34,0.6,8,.,.,2,0.0,.,-15,.
O=C(c1cnn2c(C(F)F)cc(C3CC3)nc12)N1CCc2ccccc2C1,1.4,8,0,10,-2,0.0,1,14,3
CN(C(=O)COC(=O)c1nc(Cl)ccc1Cl)c1ccccc1,-0.9,10,-3,-4,-7,0.0,-1,-8,2
CCS(=O)(=O)Nc1cccc(C2=NN(S(=O)(=O)c3ccc(C)cc3)C(c3ccco3)C2)c1 (stereo not given),6.8,3,6,3,0,0.3,-1,3,0
O=[N+]([O-])c1ccc(COc2ccc(CNc3ccccc3)cc2)cc1,4.1,3,1,5,0,-2.7,-2,-5,-5
Cn1cnnc1SCCn1c(N2CCCCC2)nc2c1c(=O)[nH]c(=O)n2C,1.4,-17,-6,-4,-2,0.1,-2,-2,-5
CC1CC(c2ccccc2)n2nc(NC(=O)CCc3ccccc3)nc2N1 (stereo not given),1.6,-12,-9,-2,18*,-0.2,2,-8,3
COc1ccc(CN2C(=O)c3oc4ccccc4c(=O)c3C2c2ccc(O)c(OC)c2)cc1 (stereo not given),2.7,0,-19,-4,2,0.4,-1,1,0
CCc1ccc(N2C(=O)CN(CC(=O)OC)C2=S)cc1,-1.2,-9,3,0,-5,0.1,-2,-8,-8
O=C(N/N=C1/CCCc2ccccc21)C(c1ccccc1)c1ccccc1,-1.0,13,13,7,-2,-0.3,-2,-3,0
CCn1cc(/C=N/NC(=O)COc2cccc3cccnc23)c2ccccc21,1.4,10,-2,-7,-1,-0.2,6,7,0
O=C(CN1CCCCC1)Nc1scc2c1c(=O)oc1ccccc12,1.4,-8,-1,4,-3,0.2,-2,9,-3
Cc1ccc(C(=O)NNC(=O)OC(C)(C)C)c(Cl)c1,-0.5,4,7,0,0,-0.1,-2,6,3
COc1ccc(CC2=CC(=O)c3ccccc3C2=O)cc1,2.5,-4,11,-9,1,0.0,-1,7,14

# Fetched by structure from the entries so far, four records:
SMILES,PP5 primary,PREPL inhibitor,EBNA-1 inhibitor,HCV core dimer,PP1 counter,Efflux pump inh,TPT1 inhibitor,ZTA counter,Fh CTSL1 inh
CC1CC(c2ccccc2)n2nc(NC(=O)CCc3ccccc3)nc2N1 (stereo not given),1.6,-12,-9,-2,18*,-0.2,2,-8,3
CN(C(=O)COC(=O)c1nc(Cl)ccc1Cl)c1ccccc1,-0.9,10,-3,-4,-7,0.0,-1,-8,2
O=C(c1nc2ccc(Cl)cn2c1CNCC[C@@H]1C[C@@H]2C=C[C@H]1C2)N1CCCCCCC1,1.2,-23,-12,1,1,0.0,5,12,2
C=CCN1C(=O)c2ccccc2NC1c1cc(Br)cs1 (stereo not given),0.0,-4,8,2,0,-0.1,-1,-10,1

# More structures follow.
SMILES,PP5 primary,PREPL inhibitor,EBNA-1 inhibitor,HCV core dimer,PP1 counter,Efflux pump inh,TPT1 inhibitor,ZTA counter,Fh CTSL1 inh
COc1ccccc1CNC(=S)Nc1ccc(F)cc1,0.4,3,8,6,3,-0.1,-1,-7,-2
CCOc1ccc(N2C(=O)CC(Sc3n[nH]c(-c4ccccc4)n3)C2=O)cc1 (stereo not given),1.0,0,-3,11,1,-0.2,-1,5,-3
Cc1ccc(S(=O)(=O)CCC(=O)Nc2nccs2)cc1,0.5,10,-4,-1,1,0.0,2,5,-1
c1csc(-c2nc(CN3CCSCC3)cs2)c1,3.2,17,-1,-1,-1,0.5,-2,12,1
Cc1cc(C)nc(-n2nc(C)cc2Nc2ccccc2)n1,0.7,24,-4,0,6,-0.4,-5,-8,1
Cc1ccc(C(=O)NC(=S)NCc2cccnc2)cc1,1.2,-10,6,-6,-9,-0.2,1,10,8
FC(F)Sc1ccc(-n2cc(-c3ccc(Cl)cc3)[n+]3c2CCC3)cc1,-2.5,16,-4,-2,3,-0.1,1,6,-2
Cc1ccc(C(=O)N2Cc3ccccc3CC2C(=O)O)cc1 (stereo not given),-0.9,-1,0,5,-2,0.0,-1,4,1
CCCn1c(=O)c2c(c3ccccc31)OC(C)C(=O)N2 (stereo not given),2.9,0,4,-3,-3,0.0,-3,-7,0
CCOc1ccccc1CNC(=O)C(C)n1nc(C)c2c(C)n(-c3ccccc3)nc2c1=O (stereo not given),1.3,1,4,6,-1,-0.3,-5,18,7
COCCN1C(=O)N(c2cccc(C)c2)C(=O)C1CC(=O)Nc1ccc(OC)cc1 (stereo not given),-0.5,4,6,8,-3,-0.1,-3,12,1
Cc1n[nH]c(C)c1CCNCc1ccc(OCC(O)CN2CCCCC2)cc1 (stereo not given),-0.3,8,-3,-3,2,0.0,2,0,-1
Cc1ccc(SCc2[nH]nc3c2C(c2ccc(C)o2)C(C#N)=C(N)O3)cc1 (stereo not given),3.3,15,-8,10,7,0.1,2,8,-1
O=C(NCC1CCCO1)c1ccc2c(=O)n(-c3ccccc3)c(=S)[nH]c2c1 (stereo not given),1.6,1,5,-1,-1,0.0,-2,-3,0
COc1ccc(Cc2nnc(N)s2)cc1,0.0,-2,0,0,-6,0.1,0,-3,1
COc1ccc(/C=C2\SC(=S)N(CC(=O)OCC(=O)Nc3ccc(C)cc3Cl)C2=O)cc1,-0.6,-13,-10,2,-2,0.2,0,-21,-1
CCOC(=O)CSc1nc2ccccc2n1CC(=O)N1CCN(c2ccccc2)CC1,-1.0,3,5,2,-1,-0.1,-1,-2,2
N#Cc1nc(N2CCCC2)nc(N2CCCC2)n1,-1.7,-2,-6,3,-4,0.1,0,-12,56*
CC(C)(C)NC(=O)c1cc(-c2ccccc2)n[nH]1,-1.1,-1,11,9,3,-0.1,-2,9,2
CC1=NNC(=O)C1C(c1ccccc1)C(C#N)C#N (stereo not given),-1.4,4,7,-1,-2,-0.3,0,2,-2
O=C(Nc1ccccc1)N1CCN(c2nc3ccccc3s2)CC1,2.8,8,8,1,-5,0.0,-3,2,-4
N#CC1=C(C=Nc2ccccc2O)CCC1,-1.7,9,0,-3,-4,-0.2,-4,-13,2
Cc1ccccc1NCC(=O)N/N=C\C=C\c1cccc([N+](=O)[O-])c1,3.0,18,-11,1,2,0.2,-2,8,0
COc1ccc(C(=O)Nn2cnnc2)cc1OC,0.2,2,4,0,-5,0.5,1,0,4
COc1ccccc1N1CCN(C(=O)C(Sc2ccccc2)c2ccccc2)CC1 (stereo not given),2.8,7,-2,2,2,0.1,0,-5,2
# Remaining list, next part:
SMILES,PP5 primary,PREPL inhibitor,EBNA-1 inhibitor,HCV core dimer,PP1 counter,Efflux pump inh,TPT1 inhibitor,ZTA counter,Fh CTSL1 inh
Cc1[nH]n(C(N)=S)c(=O)c1C(c1ccccc1)C(C#N)C#N (stereo not given),1.3,3,-4,3,1,0.0,3,11,1
COc1ccc(OC)c(Nc2ncnc3ccccc23)c1,0.6,-1,-2,-5,-3,0.1,0,11,-1
COc1ccccc1C(=O)NC(=O)COC(=O)c1cc[n+]([O-])cc1,-0.7,5,9,-1,-8,-0.2,4,12,-6
COc1ccc(CCNC(=O)CC2SC(=NCc3ccccc3OC)NC2=O)cc1 (stereo not given),-0.4,-19,9,3,-1,0.3,4,6,3
O=C(O)/C=C/C(=O)Nc1ccc(OC(F)F)cc1,-0.6,1,4,2,-5,-0.1,-2,15,-1
COC(=O)[C@H](CC(C)C)NC(=O)NCCCc1ccccc1,1.5,5,-1,1,-1,0.0,1,13,-3
COc1cccc(C(=O)OCC(=O)NC(=O)NC2CCCC2)c1O,0.5,-6,-18,1,-3,0.0,1,2,-1
CCN(CC)C(=O)c1ccc(NS(=O)(=O)c2ccccc2)cc1,2.9,-2,6,0,5,0.0,-2,1,6
CC1CN(C(=O)c2cccc(S(=O)(=O)N3CCN(c4ccccc4)CC3)c2)CC(C)O1 (stereo not given),2.4,-2,.,.,-4,-0.1,.,4,.
Cc1cnc(C(=O)OC(C(=O)Nc2cc(C(F)(F)F)ccc2Cl)c2ccccc2)cn1 (stereo not given),1.7,-2,-17,4,-3,-0.2,-1,1,-27
COc1ccccc1OCCNC(=O)c1ccco1,1.9,1,3,-3,-1,-0.1,1,-17,-1
CCc1ccccc1NC(=O)CSc1n[nH]c(C)c1[N+](=O)[O-],3.2,1,-13,-12,3,0.2,-4,-10,-1
C/C=C(\CS(=O)(=O)c1ccccc1)S(=O)(=O)c1ccccc1,0.4,2,4,4,-1,-0.2,1,-12,2
O=C(O)CCCC(=O)Nc1nc2n(n1)C(c1ccc(F)cc1)CC(c1ccc(Cl)cc1)N2 (stereo not given),-0.4,42,5,2,3,0.1,-4,-10,2
CCCNc1nc(C)cc(-c2cc(-c3ccccc3)on2)n1,3.8,-3,-1,0,-5,0.0,4,4,3
CN(C)/C(CN1CCCCC1)=C1\N=C(c2ccccc2)OC1=O,2.0,-1,1,-3,-2,0.4,3,-9,1
c1ccc2c(c1)nnn1c3ccccc3nc21,3.1,-2,-3,0,1,-0.1,3,-11,5
O=[N+]([O-])c1cc(Cl)ccc1-c1nc(-c2ccccc2)no1,1.6,19,-6,-1,-1,-0.1,-2,-2,-2
O=C(CSc1nnc(-c2ccccc2)o1)Nn1cnnc1,-0.1,-2,5,-2,-1,0.0,-2,7,0
CN(C)S(=O)(=O)c1ccc(C(=O)N2CCOCC2)cc1,0.8,9,-8,-2,0,0.0,-3,2,-3
CC1(C)CC(=O)C2=C(C1)Nc1ccccc1NC2c1ccc(F)cc1 (stereo not given),-4.4,22,-3,-23,0,-0.1,-12,0,0
Cc1ccc2[nH]c3c(c2c1)CN(C(=O)CN1CCN(Cc2ccc4c(c2)OCO4)CC1)CC3,2.5,40,-13,1,-1,0.0,-11,15,-1
O=C(Cn1cnc2c(cnn2-c2ccccc2)c1=O)c1ccc(Cl)cc1,-0.7,2,1,13,5,0.5,1,7,2
CN(C)CC(C)(C)CNC(C(=O)Nc1ccc(Cl)cc1C(F)(F)F)c1ccccc1 (stereo not given),0.4,32,-9,-1,-3,0.0,-1,-10,3
